# Assay outcomes from PubChem.
# NCF1 inh: inhibitors of human p47phox binding | P14598 | p47phox/p22phox peptide binding, fluorescence polarization, 2 h | inhibition, % at 24.7 µM | 0.53% of 220,000 active;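 active = inhibition above about 30%, limit read from the data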;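 also: 0% = p47phox with labelled peptide and 100% = labelled peptide alone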
# PPC-1+TRAIL kill: kills PPC-1 cancer cells in the presence of TRAIL; PPC-1 cells + TRAIL, ATPLite viability luminescence; cell killing (% activity), % at 4 µM; 0.41% of 220,000 active;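 active = cell killing above 50% in the first pass at 4 µM, then a duplicate retest at 5 µM averaging 50% or more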;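 also: plate controls were cells with TRAIL plus DMSO for no effect and medium-only wells lacking cells for full effect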
# Runt-SMMHC FRET: Runt domain-CBFb-SMMHC interaction inhibition. Q01196+Q13951. Cerulean-Runt/Venus-CBFb-SMMHC FRET ratio 530/480, 1 h. inhibition, % at 20 µM. 0.74% of 220,000 active. AID 1434;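 active = mean inhibition across duplicate retests at 20 µM reaching about 50%, limit read from the data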;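 also: 0% = DMSO wells and 100% = wells with excess untagged CBFb-SMMHC; inhibitors lower the FRET ratio by blocking Runt binding to CBFb-SMMHC; some results filed as inactive read as strong as hits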
# Target sequence (Q01196 whole entry, looked up, the tested form may be a part): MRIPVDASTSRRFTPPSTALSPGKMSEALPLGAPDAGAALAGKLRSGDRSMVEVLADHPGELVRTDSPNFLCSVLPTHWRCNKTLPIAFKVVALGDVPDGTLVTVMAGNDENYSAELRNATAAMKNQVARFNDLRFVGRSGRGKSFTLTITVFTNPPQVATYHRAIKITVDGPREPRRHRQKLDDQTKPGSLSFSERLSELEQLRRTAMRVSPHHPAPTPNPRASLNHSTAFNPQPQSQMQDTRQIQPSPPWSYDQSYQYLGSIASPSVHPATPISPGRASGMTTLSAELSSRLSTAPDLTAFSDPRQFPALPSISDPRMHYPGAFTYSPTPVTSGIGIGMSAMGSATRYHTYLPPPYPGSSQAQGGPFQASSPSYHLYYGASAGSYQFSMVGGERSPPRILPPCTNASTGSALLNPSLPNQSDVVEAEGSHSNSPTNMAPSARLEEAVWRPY
# Target sequence (Q13951 whole entry, looked up, the tested form may be a part): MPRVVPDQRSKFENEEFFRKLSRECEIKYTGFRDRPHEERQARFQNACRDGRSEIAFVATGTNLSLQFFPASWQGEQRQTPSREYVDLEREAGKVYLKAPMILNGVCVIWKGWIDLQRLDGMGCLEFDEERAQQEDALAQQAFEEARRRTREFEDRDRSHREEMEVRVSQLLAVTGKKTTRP
# EBV gp42 block: EBV gp42 inhibition; Q1HVG2; Fluorescence polarization binding assay, mP read-out; inhibition, % (tested at 21.74 µM); 0.42% of 220,000 active; AID 1085; in the data active = inhibition above about 50%
# Target sequence (Q1HVG2 whole entry, looked up): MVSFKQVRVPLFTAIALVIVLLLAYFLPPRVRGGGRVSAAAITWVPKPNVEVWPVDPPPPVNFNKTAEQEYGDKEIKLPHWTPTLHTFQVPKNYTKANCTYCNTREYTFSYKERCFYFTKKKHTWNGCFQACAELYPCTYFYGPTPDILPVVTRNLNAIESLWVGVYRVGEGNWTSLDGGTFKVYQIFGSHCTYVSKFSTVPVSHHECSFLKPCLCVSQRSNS
# TRPN1 ag: activates the zebrafish TRPN1 channel. 0.18% of 220,000 active. AID 1424. HEK293 zebrafish TRPN1-YFP, Fluo-8 calcium fluorescence; 100% = response to 87 µM carbachol. activation, % at 3 µM;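 active = activation above its plate's cutoff, the mean activation of test wells on that plate plus 3 SD, cut at about 19% in these data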;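 also: 0% = DMSO alone and 100% = 87 µM carbachol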
#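 System: zebrafish TRPN1-YFP in HEK293 cells / Dosing: 3 µM single point / Timing: dye loading 1 h at 37 °C, then 30 min room temperature / Signal: Fluo-8 calcium fluorescence, excitation 470-495 nm, emission 515-575 nm / Read-out basis: percent activation from peak over basal fluorescence ratio, control-normalized / Control set: high carbachol 87 µM, low DMSO alone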
# TNF necrop inh: inhibitors of TNF-alpha induced necroptosis in Jurkat FADD-/- cells | Jurkat FADD-/- TNF necroptosis rescue, ATP luminescence, 24 h; 0 = TNF only, 100 = no-TNF cells | activation (protection from cell death), % at 10 µM | 0.068% of 220,000 active;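 active = activation, meaning protection from cell death, of at least 50% relative to plate controls; inactive = activation below 50%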;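 also: necroptosis triggered by 40 ng/mL TNF-alpha added together with compound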
# MDM2 E3 inh: Mdm2 E3 ligase (human) inhibition; cell-based MDM2 ubiquitination luciferase reporter, 2 h; 0 = plate control, 100 = twice control, blank-subtracted; signal enhancement, % at 5 µM; 0.11% of 210,000 active; AID 1230;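 active = signal enhancement of 30% or more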;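 also: luminescence tracks abundance of the self-degrading MDM2-luciferase fusion protein; higher signal means inhibition of MDM2 E3 ligase activity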
#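 Test system: mammalian cells stably expressing self-ubiquitinating, self-degrading MDM2 E3–luciferase fusion; Amount: 2000 cells in each well; Medium: DMEM; Schedule: 4 h settle plus 2 h compound, 37 °C; Technique: SteadyLite luciferase luminescence after 15 min room-temperature reagent incubation; Benchmarks: plate control and blank wells.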
# CHOP inhibitor: inhibitors of CHOP induction in ER stress response. CHO-K1 CHOP-promoter luciferase, tunicamycin-induced, 15-18 h. inhibition, % at 10 µM. 3.8% of 220,000 active;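 active = compounds that reduced the stress-induced luciferase reporter signal by more than about 70% of percent inhibition, limit read from the data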;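 also: 0% = tunicamycin plus vehicle and 100% = wells without tunicamycin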
# TRPML3 ag: human mucolipin-3 channel agonism. HEK293 TRPML3-YFP, Fluo-8 calcium fluorescence; 100% = the carbachol control signal. activation, % at 3 µM. 0.29% of 220,000 active;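 active = activation above its plate's cutoff, the mean activation of the plate's test wells plus 3 SD, cut at about 12% in these data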;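 also: 0% = DMSO only wells and 100% = carbachol wells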
#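 Test system: TRPML3-YFP stable HEK293 cells. Doses: single point at 3 µM. Incubation: dye loading 1 h 37 °C then 30 min ambient, 125 s read. Signal: Fluo-8 calcium dye fluorescence, ex 470-495, em 515-575 nm. Measure: percent activation from peak-to-basal fluorescence ratio, scaled between DMSO and carbachol.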
# Active calls of the source: *; x = not tested or not shown. Rows are unselected (roughly 5.9% active in at least one column).
SMILES	NCF1 inh	PPC-1+TRAIL kill	Runt-SMMHC FRET	EBV gp42 block	TRPN1 ag	TNF necrop inh	MDM2 E3 inh	CHOP inhibitor	TRPML3 ag
O=C(c1ccc(Cl)cc1)c1ccc(CN2C(=O)c3ccccc3C2=O)o1	-5	3	-1	3	-1.6	-1.2	-19	17	0.5
CC(C)CC(=O)NC(=S)Nc1cc(C(=O)O)ccc1Cl	9	18	3	-3	0.4	1.3	-5	23	0.6
Cn1cc(Br)c(-c2cccc(NC(=O)CCCC(=O)O)c2)n1	-1	15	2	4	2.6	0.6	-1	1	-0.3
Cc1ccc(S(=O)(=O)N2CCC(=O)N(C(COCc3cccc(C)c3)C(C)C)CC2)cc1 (configuration not stated)	-3	16	-1	-1	-1.3	2.5	x	20	0.5
CSCCC(NC(=O)C1CCC(C)CC1)C(=O)OCC(=O)c1ccc(Cl)cc1 (configuration not stated)	-8	13	-1	-19	-2.1	0.4	20	62	0.9
COc1ccc(CCNC(=O)CCC(=O)N2CCN(S(=O)(=O)c3ccccc3)CC2)cc1OC	2	16	0	-3	-0.7	0.0	4	15	0.2
CN1CCC(N(C)C(=O)/C(C#N)=C/c2ccc(OC(F)F)cc2)CC1	-4	8	2	-13	1.9	-0.4	x	-1	1.1
Cc1ccc(N(CC(=O)NCc2ccco2)C(=O)CCC(=O)Nc2nccs2)cc1	-17	-8	1	-20	1.3	-0.3	x	11	0.1
COc1ccccc1NC(=O)N1CCCC1C(=O)NCc1ccc(F)cc1 (configuration not stated)	-3	-3	1	-1	0.5	-0.2	-4	19	-0.1
Cc1ccc(-c2nc3cc(Cl)ccc3o2)cc1	1	-12	1	-23	0.8	-1.4	-52	-17	0.7
O=C(CCCCCCCC(=O)c1ccccc1)c1ccccc1	-7	6	-3	-8	0.1	0.3	7	26	0.1
CCN(CC)C(C(=O)Nc1ccc2c(c1)OCO2)c1ccccc1 (configuration not stated)	-10	-3	-3	-1	-0.7	1.9	1	10	-0.2
O=C(/C=C/c1ccccc1)c1ccc2c(c1)OCO2	-13	-4	1	-12	-0.6	-0.2	-4	-104	0.1
Cc1cc(C(=O)NCc2ccccc2Br)no1	-7	9	1	-19	-0.1	6.5	-15	1	-0.5
C#CCOCCOCCOCCNc1nc(N2CCOCC2)nc(N2CCN(C(=O)[C@H](Cc3cc4ccccc4[nH]3)n3cc([C@@H](N)C(C)CC)nn3)CC2)n1 (some centres not stated)	1	18	8	-14	-2.0	2.0	x	4	0.0
CC(C)(C)NC(=O)C1Cc2ccccc2CN1C(=O)Nc1ccccc1Cl (configuration not stated)	-10	2	4	-16	1.3	-3.4	-4	12	0.3
CC(Oc1ccccc1)C(=O)NNS(=O)(=O)c1ccc([N+](=O)[O-])cc1 (configuration not stated)	-2	6	1	-4	-1.5	0.2	-39	12	0.4
COCCCNC(=O)Nc1ccc2c(c1)N(C)C(=O)CS2	-20	19	3	-18	0.0	0.8	-13	1	1.0
O=C(NN1CCN(Cc2ccccc2Cl)CC1)c1ccc(Cl)cc1	-5	17	-18	-9	-0.5	1.0	10	17	0.2
O=C(NCCc1c[nH]c2ccccc12)c1c(Cl)nc2sccn12	-14	16	-4	-31	1.4	-3.2	-11	18	0.2
O=C1CC(Sc2nnc(-c3ccccc3O)o2)C(=O)N1c1ccccc1 (configuration not stated)	-7	-4	9	6	1.2	-21	-2	7	0.6
COc1cc(C(=O)NCCC(=O)NCc2ccc3c(c2)OCO3)cc(OC)c1OC	6	2	1	-17	2.5	1.2	-7	-19	1.0
Cc1ccccc1NC(=O)C1C2CCCC1C2c1ccccc1 (configuration not stated)	2	12	-13	-18	-1.5	-4.5	-24	18	0.3
COc1ccc(Cl)cc1C(=O)O/N=C(\N)c1ccc(Cl)cc1	-10	2	-1	-7	0.9	-0.5	-2	-14	0.2
COc1ccc(CCNC(=O)C(=O)NCc2ccccc2C)cc1OC	-2	-2	-1	4	0.0	-0.8	-36	7	0.5

# Reformatted with each value named: 3 of the compounds above.
CC(C)CC(=O)NC(=S)Nc1cc(C(=O)O)ccc1Cl
  NCF1 inh: 9 | PPC-1+TRAIL kill: 18 | Runt-SMMHC FRET: 3 | EBV gp42 block: -3 | TRPN1 ag: 0.4 | TNF necrop inh: 1.3 | MDM2 E3 inh: -5 | CHOP inhibitor: 23 | TRPML3 ag: 0.6

Cn1cc(Br)c(-c2cccc(NC(=O)CCCC(=O)O)c2)n1
  NCF1 inh: -1 | PPC-1+TRAIL kill: 15 | Runt-SMMHC FRET: 2 | EBV gp42 block: 4 | TRPN1 ag: 2.6 | TNF necrop inh: 0.6 | MDM2 E3 inh: -1 | CHOP inhibitor: 1 | TRPML3 ag: -0.3

Cc1ccc(S(=O)(=O)N2CCC(=O)N(C(COCc3cccc(C)c3)C(C)C)CC2)cc1 (configuration not stated)
  NCF1 inh: -3 | PPC-1+TRAIL kill: 16 | Runt-SMMHC FRET: -1 | EBV gp42 block: -1 | TRPN1 ag: -1.3 | TNF necrop inh: 2.5 | MDM2 E3 inh: x | CHOP inhibitor: 20 | TRPML3 ag: 0.5

# An excerpt from above in order of formula weight, high to low:
SMILES	NCF1 inh	PPC-1+TRAIL kill	Runt-SMMHC FRET	EBV gp42 block	TRPN1 ag	TNF necrop inh	MDM2 E3 inh	CHOP inhibitor	TRPML3 ag
Cc1ccc(S(=O)(=O)N2CCC(=O)N(C(COCc3cccc(C)c3)C(C)C)CC2)cc1 (configuration not stated)	-3	16	-1	-1	-1.3	2.5	x	20	0.5
COc1ccc(Cl)cc1C(=O)O/N=C(\N)c1ccc(Cl)cc1	-10	2	-1	-7	0.9	-0.5	-2	-14	0.2
Cc1ccc(-c2nc3cc(Cl)ccc3o2)cc1	1	-12	1	-23	0.8	-1.4	-52	-17	0.7

# (list continues)
SMILES	NCF1 inh	PPC-1+TRAIL kill	Runt-SMMHC FRET	EBV gp42 block	TRPN1 ag	TNF necrop inh	MDM2 E3 inh	CHOP inhibitor	TRPML3 ag
Cc1ccc(NC(=S)NCC(C)C)cc1	-3	18	2	-6	0.2	-1.3	-79	23	-0.3
Cn1c(CNc2ccc(Cl)cc2)nnc1SCc1ccccc1	-10	-18	2	-9	1.0	-10.0	4	14	0.6
O=C(c1cc2nc(-c3ccco3)cc(C(F)(F)F)n2n1)N1CCN(c2ccc(F)cc2)CC1	-10	11	-3	3	0.4	-1.8	-12	69	0.5
COc1c(C(CC(C)C)OC(C)=O)ccc2c1C(=O)OCc1cc(C)cc(O)c1O2 (configuration not stated)	-3	4	1	-15	x	-1.7	-24	72*	x
CCOC(=O)N1CCC(NC(=O)CCC(=O)N2CCOc3ccc(Cl)cc32)CC1	-4	8	3	-8	-0.1	0.2	1	18	0.3
COc1ccc(Cn2c(=O)[nH]c3cc(C(=O)Nc4ccc(N5CCN(C)CC5)cc4)ccc32)cc1	-17	-1	-15	-1	-0.2	7.4	x	43	0.7
OCCN(CC#CCC(O)(c1ccccc1)C1CCCC1)CCO (configuration not stated)	-9	-4	2	-14	2.0	3.8	-8	17	1.1
COc1cc(C(Nc2ccccn2)c2ccc3ccc(C)nc3c2O)cc(OC)c1O (configuration not stated)	-5	2	5	-11	2.5	-12	-8	x	1.5
CCOC(=O)c1c(NC(=S)NC(=O)c2ccco2)sc2c1CCCC2	-8	8	-3	-4	-0.3	0.4	-12	85*	0.9
CCOC(=O)c1ccc(NC(=S)N2CCN(CCN=CC3=C(O)CC(c4ccccc4)CC3=O)CC2)cc1 (configuration not stated)	-11	11	-2	-2	0.3	-5.3	-14	20	1.1
Cc1ccc(-c2ccc(/C=N/NC(=S)Nc3ccccc3)o2)cc1[N+](=O)[O-]	-31	4	11	-14	0.7	-9.2	-4	32	0.1
O=C(Nc1nccs1)C1CC(=O)N(c2ccccc2Cl)C1 (configuration not stated)	-8	28	1	8	-0.1	2.9	1	0	0.2
O=C(O)CCCNC(=O)OCc1ccccc1	-11	-27	2	-19	0.8	-2.8	-5	4	1.2
COCC(C)n1c(SCc2nc3ccccc3c(=O)[nH]2)nc2ccccc2c1=O (configuration not stated)	-7	5	0	0	-2.4	-0.1	-2	8	-0.9
CCOC(=O)Cn1c(=O)oc2cc(S(=O)(=O)NC(C)(C)CC)ccc21	-7	16	2	-11	2.2	1.3	-11	10	-0.4
Cc1ccc(OP(=O)(Nc2c(C)n(C)n(-c3ccccc3)c2=O)Oc2ccc(C)cc2)cc1	12	20	-5	-20	-2.1	1.4	-5	15	-0.4
Cc1c(C)c2ccc(OCC(=O)N(C)C)c(C)c2oc1=O	-5	-7	2	-15	0.5	-1.8	-20	-14	-0.2
Cc1ncsc1CCOC(=O)c1ccc(Cl)cc1	-13	-7	-1	-3	0.2	-1.0	-12	-5	0.0
O=C(COC(=O)C1CC2C=CC1C2)Nc1cccc(S(=O)(=O)N2CCCCCC2)c1 (configuration not stated)	-9	28	3	11	13	2.3	0	3	4.7
CC1CN(C(=O)/C(C#N)=C2\N=C(NC(=O)c3ccc(F)cc3)c3ccccc32)CC(C)O1 (configuration not stated)	-2	11	-2	1	0.4	2.0	-8	-1	0.5
COCc1[nH]nc2c1C(c1ccc(OC)c(OC)c1)C(C#N)=C(N)O2 (configuration not stated)	1	-6	0	-9	1.6	-5.9	2	-12	0.9
CC(=O)c1sc2nsc(SCCN3CCCC3)c2c1N	-12	19	-60	4	0.6	-20	-13	25	1.5
O=C(Nc1cccnc1Cl)c1ccc(S(=O)(=O)N2CCCCCC2)cc1	-5	6	1	0	-0.6	1.3	-24	51	0.2
NC(=O)C1CCN(C2CC(=O)N(c3ccc(F)c(Cl)c3)C2=O)CC1 (configuration not stated)	1	10	2	7	-0.1	-0.6	-78	-8	0.6
C(=N\N1CCN(c2ccccn2)CC1)/c1cccc2ccccc12	-2	6	2	-2	-0.4	0.5	-7	-9	0.0
Cc1ccc(S(=O)(=O)Nc2ccc3ccccc3n2)cc1	0	6	29	-2	1.9	3.4	-4	22	-0.2
Cc1ccc(SCc2noc(-c3c(C)noc3C)n2)cc1	1	-2	-49	-19	-0.4	6.4	1	22	-1.2
CN1C(=O)NC(c2ccccc2)C2=C1CN(c1cccc(C(F)(F)F)c1)C2=O (configuration not stated)	-24	3	-8	-7	-1.5	0.5	x	14	-0.3

# Arranged by the number under CHOP inhibitor (highest first): three of the compounds above.
structure,CHOP inhibitor
O=C(CCCCCCCC(=O)c1ccccc1)c1ccccc1,26
COCC(C)n1c(SCc2nc3ccccc3c(=O)[nH]2)nc2ccccc2c1=O (configuration not stated),8
O=C(Nc1nccs1)C1CC(=O)N(c2ccccc2Cl)C1 (configuration not stated),0
